From PubChem
hcGAS inh – inhibitors of human cGAS. recombinant h-cGAS, ATP depletion, Kinase-Glo luminescence. AID 1259398. inhibition, % at 12.5 µM. actives 0.081% (n = 290,000);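 also: 0% = vehicle reaction and 100% = reaction without DNA for no activity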
Target sequence (Q8N884 whole entry, looked up): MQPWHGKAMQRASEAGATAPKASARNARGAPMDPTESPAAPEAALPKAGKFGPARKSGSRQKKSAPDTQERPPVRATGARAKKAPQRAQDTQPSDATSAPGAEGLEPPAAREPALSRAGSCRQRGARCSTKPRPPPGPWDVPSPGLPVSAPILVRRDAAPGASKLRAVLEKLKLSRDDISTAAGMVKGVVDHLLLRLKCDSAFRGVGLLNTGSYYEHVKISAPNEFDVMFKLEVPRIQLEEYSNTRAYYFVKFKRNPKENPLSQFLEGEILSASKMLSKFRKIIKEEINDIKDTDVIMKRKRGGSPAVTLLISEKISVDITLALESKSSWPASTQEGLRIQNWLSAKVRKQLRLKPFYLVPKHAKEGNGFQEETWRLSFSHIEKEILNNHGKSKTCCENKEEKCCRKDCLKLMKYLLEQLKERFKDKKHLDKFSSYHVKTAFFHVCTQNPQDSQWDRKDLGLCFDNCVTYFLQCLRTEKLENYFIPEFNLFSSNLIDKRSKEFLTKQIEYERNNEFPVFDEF
NPYLR7 ag – activates Aedes aegypti NPYLR7 receptor | HEK293T NPYLR7/Galpha15, GCaMP6s calcium fluorescence | actives 0.15% (n = 270,000) | AID 1259423 | activation, % at 10 µM; in the data active = activation above about 40%;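 also: 0% = vehicle and 100% = reference agonist at the receptor; some compounds past the cut are filed as inactive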
mcGAS inh – inhibitors of mouse cGAS; actives 0.15% (n = 160,000); recombinant cGAS, Kinase-Glo ATP depletion luminescence; inhibition, % at 12.5 µM; Q8C6L5;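 also: 0% = negative control wells and 100% = reference inhibitor with no enzyme activity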
Numbers without * were called inactive; nt = not tested or not shown; & = joins results of further samples. Rule as the data show it, unless noted: active = inhibition above about 40%; inactive = the rest.

SMILES | hcGAS inh | NPYLR7 ag | mcGAS inh
CN1CCC[C@@H]1Cc1c[nH]c2ccc(CCS(=O)(=O)c3ccccc3)cc12 | -8 | 1 | -12
CCOC(=O)CCCSc1nnc(-c2ccc(OC)c(OC)c2)n1-c1ccc(C)cc1 | -9 | 5 | -5
Cc1nc2c(=O)n(CC(=O)NCCc3ccccc3)nc(-c3ccc(Cl)cc3)c2s1 | 8 | -1 | -6
CS(=O)(=O)c1ccccc1S(=O)(=O)NCCSC1Sc2ccccc2NC1=O (stereo unspecified) | -6 | -5 | nt
Cc1ccc2c(C(=O)N(C)C(C)c3ccccn3)cc(C)nc2c1 (stereo unspecified) | -3 | -1 | nt
Cc1nn(C)c2nc(NNC(=O)Nc3cc(Cl)nc(Cl)c3)cc(C(C)C)c12 | -4 | -7 | nt
Cn1c(=O)c2c(ncn2CC(=O)NCCN2C(=O)CSC2=O)n(C)c1=O | -7 | -1 | nt
CCc1ccc(CN(C)Cc2cn[nH]c2-c2cc(OC)c(OC)c(OC)c2)nc1 | -10 | 16 | -13
COC(=O)c1c(NC(=O)CSc2nnnn2-c2ccccc2)sc(C)c1-c1ccccc1 | -5 | -6 | -4
O=C(C=Cc1cc2c(cc1[N+](=O)[O-])OCCO2)c1c(-c2ccccc2)c2cc(Cl)ccc2[nH]c1=O | -1 | -10 | 4
CCOCC1CCCN1Cc1ccn(CC)n1 (stereo unspecified) | -4 | nt | -3
Cc1ccc(NC(=O)C2C(C=C(Cl)Cl)C2(C)C)cc1 (stereo unspecified) | -4 | 21 | -8
Cc1nonc1CN(C)Cc1cn(Cc2ccccc2)nc1-c1ccc2c(c1)OCO2 | 1&-2 | 7&-7 | -4
C=CCNC(=S)NN=Cc1ccc2c(c1)OCCO2 | -8 | 1 | nt
CC1=C(C(=O)N(Cc2ccsc2)C2CC2)C(c2nc[nH]c2C)NC(=O)N1 (stereo unspecified) | -2 | 1 | nt
Cc1onc(-c2c(Cl)cccc2Cl)c1C(=O)NCC1CCCO1 (stereo unspecified) | -3 | 2 | nt
COC(=O)C(C)CN(C)C(=O)NC(C)c1c(F)cccc1Cl (stereo unspecified) | -7 | 9 | nt
COc1ccccc1-c1nc2cc(C)ccn2c1NC(=O)c1ccccc1 | -7 | -4 | -9
CCOc1ccc(CN(Cc2cccc(C(F)(F)F)c2)Cc2nc(C(=O)NCCN3CCOCC3)co2)cc1 | 0 | 18 | -4
CSc1nc2nc(C)c(CC(=O)O)c(C)n2n1 | 0 | -2 | nt
NC(=O)[C@H]1CCCN1C(=O)c1ccc(OCC(=O)N2CCCCC2)cc1 | -8 | 8 | nt
COc1c(O)ccc(C2NC(=O)N(CCc3ccccc3)C(c3ccccc3)=C2C(C)=O)c1[N+](=O)[O-] (stereo unspecified) | -1 | -2 | nt
Cn1c(N)c(C(=O)CSc2nnc3n2CCCCC3)c(=O)n(C)c1=O | -3 | 0 | nt
CC(CCc1ccccc1)NC(=O)N1CCN(S(=O)(=O)c2ccc(Cl)cc2)CC1 (stereo unspecified) | -4 | 6 | -17
O=C(Cc1ccccc1)N(CCCn1ccnc1)c1nc2c(F)cc(F)cc2s1 | -4 | -13 | -7
COc1ccc(CCN(C)C(=O)c2cncn2-c2ccc(-c3cc(C)cc(C)c3)cc2)cc1OC | -7 | 2 | -7
CC1CN(C2CC2)CC1NC(=O)c1cccn1Cc1cccs1 (stereo unspecified) | -4 | 1 | nt
COc1ccccc1/C=C/C(=O)NCC(=O)N=Nc1c(O)[nH]c2ccc([N+](=O)[O-])cc12 | -8 | 0 | -5
COc1ccc(NC(=O)CN2CCCCC2c2nc(-c3cccc(F)c3)no2)cc1 (stereo unspecified) | 3 | -6 | nt
COCCN(Cc1csc(COc2cc(Cl)ccc2Cl)n1)C(=O)c1ccco1 | -5 | 14 | -5

Grouped by structure: those above with fluorine.
SMILES | hcGAS inh | NPYLR7 ag | mcGAS inh
COC(=O)C(C)CN(C)C(=O)NC(C)c1c(F)cccc1Cl (stereo unspecified) | -7 | 9 | nt
CCOc1ccc(CN(Cc2cccc(C(F)(F)F)c2)Cc2nc(C(=O)NCCN3CCOCC3)co2)cc1 | 0 | 18 | -4
O=C(Cc1ccccc1)N(CCCn1ccnc1)c1nc2c(F)cc(F)cc2s1 | -4 | -13 | -7
COc1ccc(NC(=O)CN2CCCCC2c2nc(-c3cccc(F)c3)no2)cc1 (stereo unspecified) | 3 | -6 | nt

(list continues)
SMILES | hcGAS inh | NPYLR7 ag | mcGAS inh
CC(C)(C)c1ccc(OCC(=O)Nc2ccc3c4c(cccc24)C(=O)NC3=O)cc1 | 3 | 11 | nt
CCCN1C(=O)C(c2c(CC)[nH]n(-c3ccc(Cl)cc3)c2=O)=C([n+]2cccc(C)c2)C1=O | -15 | -7 | -12
CCS(=O)(=O)N1CCCCC(NC(=O)CSc2nc(C)cs2)C1 (stereo unspecified) | -9 | nt | -6
CCNC(=O)Cc1ccc(-c2cc(C)ccc2OC)cc1 | -4 | 6 | nt
O=[N+]([O-])c1cccc(CN2CCCn3cccc3C2c2ccccc2Cl)c1 (stereo unspecified) | -4 | 21 | -4
CC(C)(O)C#Cc1ccc(C(=O)N2CCCC(C(=O)c3ccc4c5c(cccc35)CC4)C2)cc1 (stereo unspecified) | -7 | 13 | -10
CCCCC(CC)C(=O)N1CCc2cc(OC)c(OC)cc2C1c1cccc(Cl)c1 (stereo unspecified) | -5 | 7 | 0
Cc1cccnc1CN1CCN(Cc2nn(C)c3cccc(Cl)c23)CC1 | -3 | -4 | nt
COc1ccc(-c2cc(CC(=O)N3CCN(C(C)=O)CC3)no2)cc1 | -6 | 7 | -7
Cn1ccc2ccc(CN3CCN(c4ncnc5ccccc45)CC3)cc21 | -2 | 5 | nt
O=C(NCCc1c[nH]c2ccc(O)cc12)c1cccnc1Nc1cccc(C(F)(F)F)c1 | -7 | -7 | nt
CC(CCCC(C)(C)O)CC1C2=C(CCCC2=O)OC2=C1C(=O)CCC2 (stereo unspecified) | -4 | nt | -4
COc1cc(OC)cc(C(=O)Nc2ccc(-c3nc4ccc(C)cc4o3)cc2)c1 | -5 | -3 | -6
Cn1nccc1C(=O)Nc1ccccc1C(=O)O | 6 | -19 | 4
COc1ccc(CS(=O)(=O)CC(=O)N(C)Cc2cccc(F)c2)cc1F | -1 | 0 | nt

In the list so far, 2 contain a CF3 group:
SMILES | hcGAS inh | NPYLR7 ag | mcGAS inh
CCOc1ccc(CN(Cc2cccc(C(F)(F)F)c2)Cc2nc(C(=O)NCCN3CCOCC3)co2)cc1 | 0 | 18 | -4
O=C(NCCc1c[nH]c2ccc(O)cc12)c1cccnc1Nc1cccc(C(F)(F)F)c1 | -7 | -7 | nt

Retrieved by compound from above (6):
SMILES | hcGAS inh | NPYLR7 ag | mcGAS inh
COc1ccc(CS(=O)(=O)CC(=O)N(C)Cc2cccc(F)c2)cc1F | -1 | 0 | nt
CCCN1C(=O)C(c2c(CC)[nH]n(-c3ccc(Cl)cc3)c2=O)=C([n+]2cccc(C)c2)C1=O | -15 | -7 | -12
CC(C)(C)c1ccc(OCC(=O)Nc2ccc3c4c(cccc24)C(=O)NC3=O)cc1 | 3 | 11 | nt
Cn1nccc1C(=O)Nc1ccccc1C(=O)O | 6 | -19 | 4
COc1cc(OC)cc(C(=O)Nc2ccc(-c3nc4ccc(C)cc4o3)cc2)c1 | -5 | -3 | -6
O=[N+]([O-])c1cccc(CN2CCCn3cccc3C2c2ccccc2Cl)c1 (stereo unspecified) | -4 | 21 | -4

Other entries follow.
SMILES | hcGAS inh | NPYLR7 ag | mcGAS inh
O=C1OC(c2cccc3ccccc23)=N/C1=C/C(Cl)=C/c1ccccc1 | 9 | -2 | nt
CCCC(=O)N(CCCN1CCOCC1)c1nc2c(F)cccc2s1 | -2 | -1 | -6
CCc1nccn1CCC(=O)N1CCCC2(CNC(=O)O2)C1 (stereo unspecified) | -3 | 2 | -10
Cc1cc(C(C)NC(=O)CN(C)C(=O)c2ccccc2)c(C)s1 (stereo unspecified) | -6 | -2 | nt
C=CCOCC(O)CN(Cc1ccccc1)Cc1c(-c2ccccc2)nn(C)c1Oc1ccccc1 (stereo unspecified) | 1 | -4 | -3
c1ncn(CCCNC2CCC3(CCNCC3)CC2)n1 | -9 | 4 | nt
C=c1cc(C)n(CC(=O)Nc2ccsc2C(=O)OC)c(=O)c1=C1N=C(c2ccc(C)cc2)NO1 | -3 | -12 | -5
CC(C)Cn1c(CN2CC(C)OC(C)C2)nc2c1c(=O)n(C)c(=O)n2C (stereo unspecified) | 6&-3 | -1&8 | -3
O=C(NCCn1ncc2c(=O)n(Cc3ccccc3)cnc21)c1ccccc1C(F)(F)F | -8 | -1 | -10
CCC(CC)C(=O)N(C)c1c(C)nc2c(OCc3ccc(S(C)(=O)=O)cc3)cccn12 | -6 | 8 | -3
CCC(=O)N(c1nnc(SCc2nc3sc(C)c(C)c3c(=O)[nH]2)s1)C1CC1 | 14 | -2 | nt
Cc1cc(CSC(C)C(=O)Nc2ccc(C)c(F)c2)on1 (stereo unspecified) | -11 | 6 | nt
CN1CCN(C2CC(=O)N(N(C)C)C2=O)CC1 (stereo unspecified) | -6 | -6 | nt
Cc1cc(C)cc(NC(=O)CSc2nccn(-c3ccc(F)c(F)c3)c2=O)c1 | -7 | 0 | -7
CCOC(=O)CN1C(=O)CCN(C(=O)c2cccc(C#N)c2)CC(O)c2ccccc21 (stereo unspecified) | -7 | 8 | -6
COc1ccc(-c2nc3ccccn3c2NC(=O)Cc2ccccc2)cc1 | -5 | -7 | -6
COc1ccc(OC2CCN(C(C)=O)CC2)c(C(=O)N(C)Cc2ccc(C)o2)c1 | -11 | 14 | nt
COc1ccc(NC(=O)c2nn(-c3cccc(F)c3)c(OC)cc2=O)cc1Cl | 1 | -7 | nt
Cc1ccc(C(=O)N(Cc2nccn2Cc2cccc(C(F)(F)F)c2)C2CCCCC2)cc1 | -2 | 3 | -2
COc1ccc(-c2cc(C(=O)NC(C)c3ccccc3)c3ccccc3n2)cc1OC (stereo unspecified) | 1 | -6 | nt
COc1ccc(N2CCN(c3cc(C(C)(C)C)nc(SCc4cccc(C(=O)NCc5ccncc5)c4)n3)CC2)cc1 | -3 | 5 | -4
CCNC(=O)N1CCCC(OCc2ccccc2)C1 (stereo unspecified) | 0 | -4 | -3
NS(=O)(=O)c1ccc(CCNc2ncnc3[nH]ncc23)cc1 | -6 | 4 | nt
CCc1ccc2c(-c3cccc(Cl)c3)nc(=O)n(CC)c2n1 | -3 | -13 | nt
CC1CN(Cc2nccn2C)CCN1C(=O)OC(C)(C)C (stereo unspecified) | -5 | 4 | -15
CCN1CC2(CCN(C(=O)C3CC34CCC4)CC2)OC1=O (stereo unspecified) | -10 | nt | -6
O=C(Nc1ccc(F)c(Cl)c1)c1cc(C2CCCCN2C(=O)c2ccc3c(c2)CCO3)on1 (stereo unspecified) | -6 | 8 | -6
COc1ccccc1CNC(=O)CN1CCN(C)c2ccc(F)cc21 | -5 | -4 | nt
CNS(=O)(=O)c1ccc(Cl)c(C(=O)Nc2nc(C)cs2)c1 | -3 | 7 | nt
O=C(CN1CCCC1c1ccccc1)NCc1ccccc1Cl (stereo unspecified) | -14 | -2 | nt
O=C(c1ccccc1I)N(CC(F)F)c1ccccc1F | -7 | 2 | -15
N#Cc1ccccc1N=c1oc2ccccc2cc1-c1nc2ccccc2[nH]1 | -2 | -4 | -8
COc1ccc(CCN(Cc2sccc2C)C(=O)CN(CC(C)C)C(=O)c2cccs2)cc1OC | -12 | -5 | -4
COc1ccc(S(=O)(=O)NCCCN2CCOCC2)cc1N1CCN(C(=O)C(OC(C)=O)c2ccccc2)CC1 (stereo unspecified) | 2 | 23 | -6
CCN(Cc1ccncc1)C(=O)CSc1nnc(C)s1 | -6 | -1 | -9
NC(=O)c1c(NC(=O)c2noc3c2CCCCC3)sc2c1CCCC2 | -1 | -10 | nt
Cc1cc(C(=O)N(Cc2ccccn2)CC2CCCO2)nc(C)n1 (stereo unspecified) | -2 | 2 | -8
Nc1nccnc1C(=O)N1CCCCCC1C1CCCCC1 (stereo unspecified) | -18 | -1 | -6

Rows were taken by chance; overall some 0.29% were active at least once.
